Screens deposited in PubChem BioAssay by several laboratories.
Pemphigus Ab inh: inhibitors of pemphigus antibody binding to human desmoglein-3. P32926. binding (percent of control), % at 10 µM. DSG3-coupled beads, scFv-anti-DSG3-GFP binding, flow cytometry; active compounds read low. 310,000 compounds, 0.48% hits;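 active = binding more than 3 SD below its plate's average and above zero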;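 also: hits lower antibody fragment binding to DSG3; some compounds called inactive have numbers as strong as hits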
Target sequence (P32926 whole entry, looked up, the tested form may be a part): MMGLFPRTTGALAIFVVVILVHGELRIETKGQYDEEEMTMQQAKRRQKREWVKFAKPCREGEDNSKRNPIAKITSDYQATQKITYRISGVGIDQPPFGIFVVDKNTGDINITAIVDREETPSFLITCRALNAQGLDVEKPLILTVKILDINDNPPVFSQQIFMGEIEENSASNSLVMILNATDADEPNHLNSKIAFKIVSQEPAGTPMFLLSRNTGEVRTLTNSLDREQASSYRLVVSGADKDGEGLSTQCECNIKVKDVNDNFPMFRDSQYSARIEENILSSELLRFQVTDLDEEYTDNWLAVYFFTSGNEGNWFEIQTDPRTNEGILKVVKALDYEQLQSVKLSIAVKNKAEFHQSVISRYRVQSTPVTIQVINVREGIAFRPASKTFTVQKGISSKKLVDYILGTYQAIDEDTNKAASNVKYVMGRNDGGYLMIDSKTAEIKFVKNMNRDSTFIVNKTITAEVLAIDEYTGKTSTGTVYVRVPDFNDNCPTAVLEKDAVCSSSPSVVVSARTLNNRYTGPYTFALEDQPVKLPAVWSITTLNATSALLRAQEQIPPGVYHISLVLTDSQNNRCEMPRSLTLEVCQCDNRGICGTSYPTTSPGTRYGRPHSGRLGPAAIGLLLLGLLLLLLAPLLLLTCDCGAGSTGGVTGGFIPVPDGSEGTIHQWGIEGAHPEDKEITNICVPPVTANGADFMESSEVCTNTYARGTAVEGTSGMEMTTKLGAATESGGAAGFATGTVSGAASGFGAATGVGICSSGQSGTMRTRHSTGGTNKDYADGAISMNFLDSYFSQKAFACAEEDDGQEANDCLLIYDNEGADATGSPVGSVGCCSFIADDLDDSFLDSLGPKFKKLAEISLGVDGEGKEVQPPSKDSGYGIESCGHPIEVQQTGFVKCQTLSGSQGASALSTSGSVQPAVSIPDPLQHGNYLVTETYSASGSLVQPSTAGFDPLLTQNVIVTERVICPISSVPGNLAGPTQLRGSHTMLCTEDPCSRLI
SUMO Mot1 rescue: SUMOylation pathway inhibition by Mot1-301 growth rescue; 320,000 compounds, 1% hits; S. cerevisiae Mot1-301 growth rescue, ATP luminescence, 38.5C; percent above DMSO median, 100 means doubled; growth rescue, % at 18.8 µM; AID 2716;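 active = every valid replicate shows activation above 250% relative to neutral control wells; inactive = the rest, any valid replicate at or below 250%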;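 also: OY570 slx delta 5 strain wells were the positive control but not used for scaling; some compounds called inactive have numbers as strong as hits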
PKA-R1A act: PKA-R1A complex activation; P00514+P68181; activation, % at 11.4 µM; 340,000 compounds, 0.083% hits; PKA-R1A dissociation, Cy5-IP20 fluorescence polarization; scaled: DMSO 0%, 113 µM cGMP 100%; AID 504707;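 active = percent activation above the mean of all tested compounds plus 3 SD, cut at about 19% in these data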;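 also: higher means more PKAc released from R1A so a rise in polarization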
HTR5A ag: counter-screen for OPRM1-OPRD1 agonists: human HTR5A agonism; P47898; HTR5A agonist assay, luminescence, cell-based; activation, % at 9.3 µM; 340,000 compounds, 0.61% hits; AID 504692; in the data active = activation mostly above about 9.5%, no sharp cut-off; inactive = mostly below about 7.6%;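 also: 0% = cells with vehicle only and 100% = reference agonist; strong numbers were not always called active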
MOR-DOR ag: agonists of human mu-delta opioid receptor heterodimerization | P35372+P41143 | cells, OPRM1-OPRD1 heterodimerization, luminescence | activation, % at 9.3 µM | 340,000 compounds, 0.3% hits; in the data active = activation above about 18%;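 also: 0% = vehicle-treated cells and 100% = reference agonist; values of inactives mirror those of a sister screen read the other way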
HTR5A inv ag: counter-screen for OPRM1-OPRD1 inverse agonists: human HTR5A inverse agonism; P47898; HTR5A cell line, luminescence; inhibition, % at 9.3 µM; 340,000 compounds, 0.083% hits; in the data active = inhibition mostly above about 23%, no sharp cut-off; inactive = mostly below about 18%;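 also: 0% = cells with DMSO and 100% = no-cell wells with DMSO; some compounds called inactive have numbers as strong as hits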
phage Ecoli inh: E. coli growth loss with phage present; inhibition, % at 11.9 µM; growth absorbance; 360,000 compounds, 0.26% hits; in the data active = inhibition above about 11%
PfHsp90 yeast 2: growth inhibition of yeast expressing Plasmodium Hsp90; S. cerevisiae expressing PfHsp90, BacTiter-Glo ATP, 48 h; yeast lacking PDR1 and PDR3 efflux regulators; inhibition, % at 9.4 µM; 310,000 compounds, 0.32% hits; AID 504621;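 active = every replicate shows inhibition above about 80%, whatever the replicate mean, limit read from the data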;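 also: 0% = DMSO neutral controls and 100% = 20 µM radicicol positive controls; yeast relying on Plasmodium falciparum Hsp90 in place of its own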
Ecoli viability: bacterial growth inhibition, counter-screen for AddAB inhibitors; E. coli V3065 growth, OD600 absorbance, 18 h; inhibition, % at 11.9 µM; 330,000 compounds, 0.27% hits; AID 449728;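 active = inhibition above the campaign's mean inhibition across all tested compounds plus 3 SD, cut at about 9.9% in these data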;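 also: uninfected addAB+ strain grown without phage in ampicillin broth; 0% = DMSO wells and 100% = ciprofloxacin 0.95 µg/ml wells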
MOR-DOR inv ag: inverse agonists of human mu-delta opioid receptor heterodimerization | cell-based MOR-DOR heterodimer luminescence, inverse agonism | inhibition, % at 9.3 µM | 340,000 compounds, 0.21% hits | AID 504357; in the data active = inhibition above about 22%, passing the limit was not always enough;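 also: 0% = cells with DMSO and 100% = wells without cells with DMSO; values of inactives mirror those of a sister screen read the other way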
AddAB inh: less growth of phage-infected E. coli with AddAB. E. coli expressing H. pylori AddAB, absorbance growth. inhibition, % at 11.9 µM. 330,000 compounds, 0.29% hits; in the data active = inhibition above about 12%;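 also: 0% = vehicle wells of infected cells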
* marks the source's active call; other numbers are inactive results; x = not tested or not shown.

SMILES	HTR5A ag	SUMO Mot1 rescue	Pemphigus Ab inh	AddAB inh	MOR-DOR inv ag	MOR-DOR ag	phage Ecoli inh	PKA-R1A act	PfHsp90 yeast 2	Ecoli viability	HTR5A inv ag
Cc1cc(/C=C2/NC(=S)NC2=O)c(C)n1-c1cccnc1	0	17	84	1.2	6	-1.0	5.0	7	-17	-1.9	-26
Cc1ccc(C(=O)NCCNC(=O)c2cccnc2)cc1	0	-13	90	4.2	15	-2.4	2.1	8	-20	0.3	0
CCCn1c(=O)c(C(=O)NCCc2ccc(Cl)cc2)c(O)c2ccccc21	-3	25	111	x	14	-2.8	4.6	-4	0	x	11
CC1=C(c2ccc(C)cc2)[N+](=O)C(C)(C)N1[O-]	-1	-6	106	1.6	16	-3.2	5.7	-5	-28	-1.4	-17
CCN(CC(=O)NC1CC1)S(=O)(=O)c1ccc(C)cc1	3	1	105	-0.3	0	0.1	2.6	7	2	1.0	7
NC(=O)C(F)(F)C12OC3C4C5CC(C6C5C3C61)C42 (configuration not stated)	-2	23	102	-0.8	5	-0.9	2.5	-9	5	0.9	6
O=C(CCc1ccc(S(=O)(=O)N2CCOCC2)cc1)Nc1ccc(F)cc1[N+](=O)[O-]	6	-4	85	-1.1	-4	0.8	5.1	-4	x	0.4	-21
CCCCNC(=O)C12CCC(C)(C(=O)C1Br)C2(C)C (configuration not stated)	-2	19	98	3.8	13	-3.0	1.1	1	0	-1.1	16
CCOC(=O)C1=C(COC(=O)CCOc2ccccc2)NC(=O)NC1C (configuration not stated)	-3	9	101	0.1	13	-3.2	2.9	3	x	0.5	4
Cc1cc(NC(=O)CSCC(=O)OCc2nnc(-c3ccccc3)o2)no1	4	1	94	0.6	-1	0.2	0.2	-5	3	2.4	16
CC(=O)c1ccc(NC(=O)C2CCN(S(=O)(=O)c3cccc4cccnc34)CC2)cc1	3	-6	107	3.9	8	-1.5	0.0	10	7	-2.0	-9
CC(C)Oc1cccc(-c2cc(C(=O)N3CCN(S(C)(=O)=O)CC3)c3ccccc3n2)c1	-3	170	109	4.0	14	-3.3	1.0	-16	-47	0.3	-3

Complete entries as entered above. Order of screens: HTR5A ag	SUMO Mot1 rescue	Pemphigus Ab inh	AddAB inh	MOR-DOR inv ag	MOR-DOR ag	phage Ecoli inh	PKA-R1A act	PfHsp90 yeast 2	Ecoli viability	HTR5A inv ag
`Cc1cc(NC(=O)CSCC(=O)OCc2nnc(-c3ccccc3)o2)no1` across the screens: 4	1	94	0.6	-1	0.2	0.2	-5	3	2.4	16
`Cc1cc(/C=C2/NC(=S)NC2=O)c(C)n1-c1cccnc1` across the screens: 0	17	84	1.2	6	-1.0	5.0	7	-17	-1.9	-26
`CCCCNC(=O)C12CCC(C)(C(=O)C1Br)C2(C)C` (configuration not stated) across the screens: -2	19	98	3.8	13	-3.0	1.1	1	0	-1.1	16

Next entries follow.
SMILES	HTR5A ag	SUMO Mot1 rescue	Pemphigus Ab inh	AddAB inh	MOR-DOR inv ag	MOR-DOR ag	phage Ecoli inh	PKA-R1A act	PfHsp90 yeast 2	Ecoli viability	HTR5A inv ag
Cc1ccnc(NC(=O)c2cccc(NC(=O)c3ccccc3C)c2)c1	3	272	111	6.2	2	-0.5	2.9	-2	-24	0.2	5
Cc1ccc(Cl)cc1N1CCN(C(=O)c2ccc(CS(=O)Cc3ccc(Cl)cc3)o2)CC1 (configuration not stated)	-4	-13	105	1.6	-10	2.0	0.0	-1	2	0.3	-29
COc1ccccc1C(=O)C1CCCN(Cc2cn[nH]c2C2CCCCC2)C1 (configuration not stated)	0	-10	142	1.0	-7	1.0	2.7	1	-12	1.3	1
COc1cc(NC(=O)C2CCCCC2)c(OC)cc1NC(=O)c1ccccc1	4	6	107	1.4	-2	0.4	0.6	-3	3	-0.6	2
C/C(CC(=O)Nc1ccc2c(c1)OCCO2)=N\NC(=O)COc1ccccc1C	2	-14	109	0.6	-3	0.4	3.0	6	3	-2.6	2
CCN(CC)CCCN1C(=O)CSC1c1ccc2c(c1)OCO2 (configuration not stated)	4	9	x	5.9	5	-1.3	0.9	-3	48	-1.8	3
Cc1nn(-c2cccc(Cl)c2)c(Cl)c1/C=N/NC(=O)c1cccs1	0	25	102	-0.2	-66	9.8	1.4	-5	5	1.1	13
CN(CCC#N)C(=S)Nc1ccc(S(=O)(=O)N2CCOCC2)cc1	-2	x	101	-2.2	15	-2.9	0.2	-4	8	0.0	6
CC(=O)c1ccc(C(=O)N(C)C2CCCN(Cc3ccccc3F)C2)s1 (configuration not stated)	7	-24	110	0.8	1	-0.2	2.3	1	11	0.6	-27
Cc1cc(=O)oc2c3c(cc(OCC(=O)NCc4ccccc4)c12)OC(C)(C)CC3	0	4	x	1.8	12	-2.4	-0.4	0	21	-0.5	13
COc1ccccc1N1CCN(C(=O)c2ccc(Cn3c(=O)[nH]c4ccsc4c3=O)cc2)CC1	16*	9	97	-0.3	1	-0.1	1.8	-17	0	-1.3	9
CC(=O)N1CCN(C(=O)CCNS(=O)(=O)c2ccc(Br)cc2)CC1	1	-4	x	2.1	7	-1.9	1.8	-9	16	2.6	-1
CSc1ncccc1C(=O)NCCc1ccc(Cl)cc1	-1	11	104	3.1	7	-1.2	2.5	-9	-11	2.4	2
CN(C)C(=O)CSc1nnc([C@H](Cc2ccccc2)NC(=O)OC(C)(C)C)o1	1	12	112	-1.3	2	-0.4	0.9	-12	11	-2.5	7
Cc1ccc(C)c(NC(=O)C(Sc2cccc[n+]2[O-])c2ccccc2)c1 (configuration not stated)	0	13	111	-3.1	-6	1.3	-1.9	-11	x	0.3	18
CCn1nc(C(=O)OC(C(=O)c2c[nH]c3ccccc23)c2ccccc2)c2ccccc2c1=O (configuration not stated)	-3	6	98	0.9	-18	3.3	4.5	-11	x	0.5	-45
COc1cc(O)c(CCC(=O)c2ccc(OC)c(OC)c2)c(OC)c1	0	232	99	3.3	18	-3.8	-1.9	3	12	1.8	0
CN1CCN(c2ccc(S(=O)(=O)N3CCOCC3)cc2NC(=O)CSCc2ccccc2)CC1	-5	-8	104	1.3	18	-4.5	-0.8	6	x	0.6	16
CCC(C)NC(=O)CSc1nc2n[nH]c(C)c2c(=N)n1-c1ccc(OC)cc1 (configuration not stated)	2	2	x	3.8	-17	3.7	-1.9	-7	-18	4.3	-27
CCOC(=O)C1CCCN(CC(=O)Nc2nccs2)C1 (configuration not stated)	-5	9	109	1.0	0	0.0	3.9	-7	-2	-1.5	-8
CC(=O)c1c(C)n(CC(=O)NCc2ccco2)c2ccccc12	9.8*	0	115	1.5	-3	0.5	2.0	1	x	-0.9	9
CN1CC(=O)N(CC(=O)NCc2ccc3c(c2)OCO3)C1=O	7	2	69	-0.6	8	-1.3	0.8	0	-3	-0.5	1
CC(C(=O)N1CCN(c2ccc(Cl)cc2)CC1)c1ncc(C(F)(F)F)cc1Cl (configuration not stated)	1	-2	94	5.3	-22	4.0	0.6	-15	0	1.9	-9
COc1ccc(CNC(=O)C2CCCN(S(=O)(=O)c3ccccc3)C2)cc1 (configuration not stated)	2	-9	103	0.8	9	-1.3	0.1	4	-13	-2.2	-6
O=C(CCC(=O)N(CC(=O)NC1CCCC1)Cc1ccc(F)cc1)Nc1nccs1	4	-15	x	2.4	10	-1.6	-1.7	7	-31	-1.6	-12
Cc1nnc(SCC(=O)N2CCCC(C(=O)c3ccc(Cl)cc3)C2)o1 (configuration not stated)	-3	57	98	-1.5	13	-2.8	-1.5	4	-4	-0.9	8
O=C(CSc1cccc2cccnc12)N/N=C/c1ccc(O)cc1	4	1	87	2.6	8	-1.6	0.1	-11	12	0.9	-14
Cc1cccc(NC(=O)COC(=O)Cc2cccs2)c1C	-9	x	100	-0.1	3	-0.5	3.5	-9	x	0.7	22
COCc1nnc(NC(=O)c2ccc(NC(=O)C(C)C)cc2)s1	1	-15	94	2.4	11	-2.4	2.4	-2	9	1.4	7
Cc1ccc2c(CSc3nc4ccccc4c(=O)n3CCCO)cc(=O)oc2c1	1	x	102	x	21	-4.2	0.1	-7	-38	x	-8
Brc1ccc(-c2ccc(/C=N/Nc3nncc(-c4ccccc4)n3)o2)cc1	1	-23	95	1.9	10	-1.9	1.4	-7	-20	-1.3	18
CCCc1cc(=O)oc2c(CN3CCCC3)c(O)c(Cl)cc12	2	-9	97	5.0	3	-0.5	1.4	-2	11	-0.9	3
CNC(=S)N1CCN(c2nc3ccccc3s2)CC1	-4	-23	100	0.4	5	-1.0	4.4	8	12	-1.2	18
CCOc1ccc(Br)cc1CN(CC)CC	1	9	94	0.8	4	-0.7	0.1	0	12	1.1	-18
COC(=O)CNC(=O)C1Nc2ccccc2C2C=CCC12 (configuration not stated)	12	7	96	4.1	-9	1.6	0.2	-14	-1	-0.1	8
CC(C)(C)C(=O)N1CCN(c2ccc([N+](=O)[O-])c(NCc3cccnc3)c2)CC1	-1	1	103	1.7	18	-3.5	4.3	-8	2	0.3	2

Rewritten field by field: part of the list above.
COCc1nnc(NC(=O)c2ccc(NC(=O)C(C)C)cc2)s1
  HTR5A ag: 1	SUMO Mot1 rescue: -15	Pemphigus Ab inh: 94	AddAB inh: 2.4	MOR-DOR inv ag: 11	MOR-DOR ag: -2.4	phage Ecoli inh: 2.4	PKA-R1A act: -2	PfHsp90 yeast 2: 9	Ecoli viability: 1.4	HTR5A inv ag: 7

Cc1ccc2c(CSc3nc4ccccc4c(=O)n3CCCO)cc(=O)oc2c1
  HTR5A ag: 1	SUMO Mot1 rescue: x	Pemphigus Ab inh: 102	AddAB inh: x	MOR-DOR inv ag: 21	MOR-DOR ag: -4.2	phage Ecoli inh: 0.1	PKA-R1A act: -7	PfHsp90 yeast 2: -38	Ecoli viability: x	HTR5A inv ag: -8

Next part.
SMILES	HTR5A ag	SUMO Mot1 rescue	Pemphigus Ab inh	AddAB inh	MOR-DOR inv ag	MOR-DOR ag	phage Ecoli inh	PKA-R1A act	PfHsp90 yeast 2	Ecoli viability	HTR5A inv ag
Cc1ccc(CS(=O)(=O)Cc2ccc(C(=O)NC3CC3)o2)cc1	-1	-11	104	2.7	4	-0.8	-1.3	-17	-12	-0.4	-10
O=C(O)c1ccccc1-c1nc(-c2ccccc2)c(-c2ccccc2)[nH]1	3	78	96	-0.3	6	-1.2	-1.6	12	26	-1.2	-5
COc1nc(NC(=O)c2ccc(F)cc2)nc(OC)c1-c1ccccc1	1	-10	111	-0.8	1	-0.2	-0.8	0	-2	-2.4	-3
CCOC(=O)CSc1nc(N2CCOCC2)c2c(c1C#N)CC(C(C)C)OC2 (configuration not stated)	-1	-4	93	1.0	-2	0.4	-2.5	8	-9	-2.0	5
CC(=O)Nc1ccc(S(=O)(=O)Oc2ccccc2N2CCCCC2)cc1	0	-9	128	0.9	-15	3.1	1.3	-5	-30	-3.0	-25
O=C(O)c1cc(N/N=C/c2cccnc2)ccc1Cl	-4	10	99	1.9	10	-1.9	-0.4	-5	-10	1.1	0

Rows were taken by chance (roughly 3.2% active in at least one column).
